TrxR1 substrate: substrates of rat thioredoxin reductase 1 | Potency, µM (top dose mostly 114 µM), without a hit: at the highest dose activity change, negative = substrate turnover | O89049 | AID 588456 | hit rate 0.01% among 390,000 | purified TrxR1 substrate turnover, NADPH consumption readout; also: potency is read from the fitted curve at half-maximal effect; % is scaled to controls: 0 for no effect and ±100 for the full control effect; nearly all actives have a fitted effect of over 50% in size
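Rat TrxR1, dispensed at 90 nM, was prereduced with 400 uM NADPH (final) for 5 min at ~22 deg C, then incubated with compound 15 min before 400 uM selenite. A first-read NADPH fluorescence drop versus no-compound background flagged substrates.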
mIDH1 inhibitor: human IDH1 R132H inhibition; O75874; IDH1-R132H enzyme, NADPH consumption, diaphorase/resazurin fluorescence; Potency, µM (doses to about 76.6 µM), inactives show at the highest dose activity change, negative = inhibition, most hits filed as inhibitors; hit rate 0.093% among 390,000; AID 602179; also: potency is read from the fitted curve at half-maximal effect; % is scaled to controls: 0 for no effect and ±100 for the full control effect; nearly all actives have a fitted effect of over 65% in size
Target sequence (O75874 whole entry R132H, stated change not applied): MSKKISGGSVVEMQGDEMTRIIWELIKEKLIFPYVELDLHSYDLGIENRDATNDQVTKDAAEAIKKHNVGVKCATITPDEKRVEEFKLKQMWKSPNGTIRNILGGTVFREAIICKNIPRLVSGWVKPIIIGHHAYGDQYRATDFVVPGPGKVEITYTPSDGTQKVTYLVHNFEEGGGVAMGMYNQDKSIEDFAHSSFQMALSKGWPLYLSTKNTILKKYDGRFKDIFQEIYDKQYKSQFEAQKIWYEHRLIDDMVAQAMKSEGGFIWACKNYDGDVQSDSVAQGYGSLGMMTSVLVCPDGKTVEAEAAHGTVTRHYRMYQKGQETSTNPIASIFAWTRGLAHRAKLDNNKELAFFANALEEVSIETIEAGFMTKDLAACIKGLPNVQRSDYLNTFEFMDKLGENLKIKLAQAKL
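IDH1-R132H (0.5 ug/mL) preincubated 30 min with compound, then NADPH (0.016 mM) and alpha-KG (2 mM) added; 80 min at RT, pH 7.5. Remaining NADPH coupled via diaphorase/resazurin to fluorescence (540/590 nm); concentration-response curves normalized to no-enzyme control.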
USP1-UAF1 inh: blocks the human USP1/UAF1 deubiquitinase complex. recombinant USP1/UAF1, Ub-Rhodamine cleavage fluorescence. O94782. hit rate 0.23% among 390,000. Potency, µM (highest dose often 57.1 µM), for inactives: at the top dose activity change, negative = inhibition, hits mostly inhibitors; also: potency is read from the fitted curve at half-maximal effect; % is scaled to controls: 0 for no effect and ±100 for the full control effect; nearly all actives have a fitted effect of over 60% in size; inactives centre near -12
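Step one: compound is pinned into 1nM USP1/UAF1 in HEPES pH 7.8 buffer with TCEP. Step two: 15 min room-temperature incubation. Step three: Ub-Rho (150nM final) starts cleavage, tracked by fluorescence over six one-minute reads.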
rTrxR1 inhibitor: blocks rat thioredoxin reductase 1. O89049. recombinant rTrxR1, NADPH fluorescence consumption, selenite substrate. Potency, µM (series often up to 114 µM), without a hit: top-dose activity change, negative = inhibition, most hits filed as inhibitors. hit rate 1% among 390,000. AID 588453; also: potency is read from the fitted curve at half-maximal effect; % is scaled to controls: 0 for no effect and ±100 for the full control effect; nearly all actives have a fitted effect of over 65% in size
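Rat TrxR1 (90 nM in the dispensed reagent) was pre-reduced with 400 uM NADPH for 5 min at room temperature, then incubated with compound for 15 min. After 400 uM selenite was added, NADPH fluorescence (Ex 340/Em 450 nm) was followed for 8 min.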
Vif-A3F inh: Vif-A3F binding inhibition; AID 602313; hit rate 0.2% among 390,000; Potency, µM (series often up to 46.1 µM), without a hit: at the highest dose activity, negative = active; HeLa A3F-eYFP + Vif (tagged APOBEC3F with the HIV-1 protein that degrades it), YFP fluorescence increase; also: potency is read from the fitted curve at half-maximal effect; % of control where 0% means no effect; nearly all actives have a fitted effect of over 65% in size
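Fluorescence increase (Ex 488/Em 500-530) after overnight compound treatment at 37 deg C flags inhibition of Vif-driven A3F-eYFP loss in stable HeLa A3F-eYFP/Vif cells seeded overnight beforehand.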
GRP78 ERSR act: ER stress response induction in glioma. Potency, µM, for the others: at the highest dose activation, usual class: activators. hit rate 0.02% among 420,000. U87-MG GRP78 promoter luciferase reporter, 16 h; also: potency is read from the fitted curve at half-maximal effect; series mostly up to about 76 µM; % of control where 0% means no effect; nearly all actives have a fitted effect of over 35% in size
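Stably transfected U87-MG human glioma cells carrying a GRP78-based luminescent sensor were seeded at 1000 cells/well, pin-dosed with compounds and incubated 16 h. Luciferase reagent was then added, and end-point luminescence was read after 10 min at room temperature.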
LDHA inh: LDHA (human) enzyme inhibition | purified LDHA, NADH/diaphorase-resazurin fluorescence; hits give low values | activity change, % (values are at about 110 or 230 µM) | hit rate 0.15% among 480,000; in the data active = activity change below about -30%; inconclusive = mostly about -25% to -30%;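 also: plate controls were DMSO wells for no effect and wells without enzyme for full effect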
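Remaining NADH was detected by diaphorase (0.133 mg/mL) converting 37 µM resazurin to fluorescent resorufin, read at 0 and 20 minutes. The preceding 5-minute room-temperature reaction used 2 nM LDHA, 0.2 mM sodium pyruvate and 0.06 mM NADH at pH 7.4.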
Vif-APOBEC3G blk: Vif-A3G binding inhibition | Q9HC16 | HeLa A3G-eYFP + Vif (tagged APOBEC3G with the HIV-1 protein that degrades it), YFP fluorescence, overnight | Potency, µM (series often up to 46.1 µM), for inactives: top-dose activity, negative = active, usual class: inhibitors | hit rate 0.076% among 410,000 | AID 602310;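 also: potency is read from the fitted curve at half-maximal effect; % is scaled to controls: 0 for no effect and ±100 for the full control effect; nearly all actives have a fitted effect of over 60% in size; hits raise eYFP signal because A3G escapes Vif-driven loss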
Target sequence (Q9HC16 whole entry, looked up): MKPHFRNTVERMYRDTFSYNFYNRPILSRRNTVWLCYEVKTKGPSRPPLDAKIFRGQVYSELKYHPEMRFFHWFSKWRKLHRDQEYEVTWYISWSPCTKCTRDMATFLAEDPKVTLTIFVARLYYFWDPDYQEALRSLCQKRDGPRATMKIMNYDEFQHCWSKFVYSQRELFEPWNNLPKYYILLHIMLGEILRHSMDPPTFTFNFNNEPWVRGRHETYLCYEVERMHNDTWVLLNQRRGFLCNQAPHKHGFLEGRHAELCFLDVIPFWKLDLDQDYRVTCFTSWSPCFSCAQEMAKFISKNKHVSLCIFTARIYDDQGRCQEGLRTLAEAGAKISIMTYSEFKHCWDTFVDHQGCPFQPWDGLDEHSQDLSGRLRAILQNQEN
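Read-out is eYFP fluorescence (Ex 488/Em 500-530) from Vif-expressing HeLa A3G-eYFP cells; more signal means A3G escaped Vif-mediated degradation. Cells plated overnight, compound pinned in, incubated overnight at 37 deg C.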
RGS4 inh: human RGS4 inhibition; P49798; Potency, µM (series often up to 114 µM), for inactives: top-dose activity change, negative = inhibition, actives largely listed as inhibitors; Transcreener GDP fluorescence polarization, RGS4-accelerated GTP hydrolysis; hit rate 0.039% among 390,000; also: potency is read from the fitted curve at half-maximal effect; % is scaled to controls: 0 for no effect and ±100 for the full control effect; nearly all actives have a fitted effect of over 75% in size; some results filed as inactive show a strong effect at the top dose
Target sequence (P49798 whole entry, looked up): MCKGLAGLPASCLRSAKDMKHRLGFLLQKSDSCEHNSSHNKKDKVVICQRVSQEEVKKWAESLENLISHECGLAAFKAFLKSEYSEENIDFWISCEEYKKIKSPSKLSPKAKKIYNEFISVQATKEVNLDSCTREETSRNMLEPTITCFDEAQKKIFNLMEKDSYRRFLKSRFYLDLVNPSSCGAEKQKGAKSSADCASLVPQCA
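MLSMR compounds (23 nl, pin-transferred) preincubated 10 min at room temperature with a 500nM (2x) first reagent, then RGS4 at 900nM (2x) plus Transcreener GDP mix added; fluorescence polarization (620/688 nm) read before and after 90 min at 30 °C.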
An asterisk follows results filed as active; ? = inconclusive; nt = not tested or not shown; & = joins results of further samples; [ ] = dose if it differs, or a comment. Unless noted, calls follow the shape of the dose curve; as a rule, active = well fitted curve in the direction sought with a large enough effect; inconclusive = small, poorly fitted or top-dose-only effect, or another doubt; inactive = no such curve, though single readings can be large; an effect the other way counts as inactive or inconclusive. The list is partial; count on the stated rates, not on these rows.

Order of results – Vif-APOBEC3G blk	Vif-A3F inh	rTrxR1 inhibitor	GRP78 ERSR act	USP1-UAF1 inh	LDHA inh	TrxR1 substrate	mIDH1 inhibitor	RGS4 inh
COc1ccc2c3n(nc2c1)CCN=C3c1ccc(C)cc1
  -14%	1%	12%	1%	-17%	2	-3%	5%	4%
Cn1c(=O)[nH]c(=O)c2c1nc(CN1CCN(c3ccccc3F)CC1)n2CCCc1ccccc1
  3%	4%	6%	0%	-1%	3	-5%	2%	-5%
O=C(CSCC(=O)Nc1cccc([N+](=O)[O-])c1)Nc1ccccc1
  -4%	1%	?	-1%	-20%	-5	-4%[11.4 µM]	1%	-10%
O=C1NC2(CCCCCC2)C(=O)N1Cc1ccccc1F
  1%	-2%	16%	-3%	-30%	-2	2%	-3%	4%
COC(=O)C1=CN(Cc2ccc(F)cc2)C=C(C(=O)OC)C1c1ccc(O)c(OC)c1
  -7%	-19%	6%	0%	-20%	1	1%	10%	7%
Cc1ccc(CCNC(=O)c2ccc(CNS(=O)(=O)c3ccccc3)cc2)cc1
  3%	-1%	24%	0%	-14%	-2	4%	6%	17%
CCCCNC(=O)C1CC(=O)N(CCC(C)C)C1 (stereo unspecified)
  1%	nt	0%	2%	4%	-2	-3%	2%	18%
Cc1cnc(C(=O)OCC(=O)Nc2cccc(Cl)c2)cn1
  0%	-6%	13%	1%	-10%	2	8%	5%	5%
CC[n+]1c(/C=C/c2ccc(N(C)C)cc2)ccc2ccccc21
  -2%	1%	-27%	-10%	?	1	-9%	11%	-2%
CC(C)C(=O)OC/C(O)=C(\C#N)c1nc2ccccc2[nH]1
  2%	5%	11%[57.1 µM]	-1%	-21%	6	2%[57.1 µM]	-5%	8%
COc1ccc(NC(=O)c2c(-c3ccc(C)cc3)nnc3ccccc23)c(OC)c1
  -2%	-6%	3%[57.1 µM]	1%	-10%	1	-1%[57.1 µM]	-1%	18%
O=C(Nc1ccc(-c2nc3cc(Cl)ccc3o2)cc1)c1cc2ccccc2o1
  -2%	-3%	5%	0%	-6%	0	18%	13%	-10%
O=S(=O)(/N=C(\c1ccc(Cl)cc1)N1CCOCC1)c1ccccc1
  -2%	17%	-5%[57.1 µM]	-3%	0%	-5	4%[57.1 µM]	3%	11%
N=c1oc2ccccc2cc1C(=O)Nc1cccc(F)c1
  -4%	-16%	3%	-1%	-6%	-6	2%	-3%	8%
CCNc1ccc(S(=O)(=O)N2CCCCC2)cn1
  -1%	11%	18%	-2%	-24%	-4	9%	-3%	-12%
CCOc1ccc(C(=O)Nc2ccc3[nH]ncc3c2)cc1
  8%	-16%	21%	-4%	-7%	1	13%	11%	-19%
CCc1ccccc1NC(=O)Nc1ccc2snnc2c1
  1%	3%	11%	-1%	-32%	-2	-3%	4%	-18%
Cc1ccsc1/C=N/n1c(=S)[nH]nc(C)c1=O
  -1%	-12%	-31%	-4%	-5%	-33*	-13%	9%	-5%
COCc1cccc(NC(=O)CCc2ccccc2)c1
  -2%	-23%	2%[57.1 µM]	4%	-27%	-4	1%[57.1 µM]	-10%	15%
Clc1ccc(Cn2cc(/C=N/n3cnnc3)c3ccccc32)c(Cl)c1
  -10%	3%	-2%[57.1 µM]	-6%	-2%	-5	0%[57.1 µM]	-2%	?
COc1ccc(NC(=O)C2C3CCC4C(CCC32)C4(Cl)Cl)cc1 (stereo unspecified)
  -1%	-13%	-20%	-3%	-7%	-11	-16%	5%	-2%
O=C(c1cccnc1)N1CCC(Oc2ccc(C(=O)N3CCCC(O)C3)cc2)CC1 (stereo unspecified)
  0%	-5%	-6%[57.1 µM]	-2%	-4%	-13	-3%[57.1 µM]	-8%	0%
Cc1nc(C)c(-c2csc(Nc3ccc(S(N)(=O)=O)cc3)n2)s1
  -11%	-18%	6%[57.1 µM]	-6%	-5%	0	2%	12%	-43%
COc1ccc(-c2nc(N=Nc3ccc(O)cc3)n[nH]2)cc1
  3%	?	3%	4%	-15%	2	-4%	12%	-8%
CCN1C(=O)[C@H]2[C@@H](c3ccc(-c4ccc(Cl)c(Cl)c4)c(OC)c3)N[C@@](C)(C(=O)OC)[C@H]2C1=O
  1%	3%	12%	-5%	-26%	2	2%	5%	-17%
Cc1ccc2cccc(NC(=O)c3ccc(-c4cccc(Cl)c4Cl)o3)c2n1
  -1%	7%	16%	-3%	-11%	-14	1%	-11%	12%
Cc1cccc(-n2nnc(-c3nc(-c4cccs4)no3)c2N)c1
  -1%	0%	14%	-1%	-8%	-7	1%	1%	7%
CSc1ccc(CNc2ccc(C)cc2)cc1
  -1%	0%	21%	9%	-6%	5	-3%[57.1 µM]	5%	-6%
Cc1nccn1CC(=O)N/N=C/c1cccc(O)c1
  1%	-7%	2%[57.1 µM]	-3%	-13%	-5	-7%	-3%	-10%
COc1ccccc1N1CCN(CC(=O)c2c(C)[nH]c3cc(C)ccc23)CC1
  -9%	5%	23%[57.1 µM]	-4%	-20%	3	5%[57.1 µM]	3%	0%[11.4 µM]

Nothing new here: entries from further up.
Order of results – Vif-APOBEC3G blk	Vif-A3F inh	rTrxR1 inhibitor	GRP78 ERSR act	USP1-UAF1 inh	LDHA inh	TrxR1 substrate	mIDH1 inhibitor	RGS4 inh
Cc1ccc2cccc(NC(=O)c3ccc(-c4cccc(Cl)c4Cl)o3)c2n1
  -1%	7%	16%	-3%	-11%	-14	1%	-11%	12%
Cc1cccc(-n2nnc(-c3nc(-c4cccs4)no3)c2N)c1
  -1%	0%	14%	-1%	-8%	-7	1%	1%	7%
CSc1ccc(CNc2ccc(C)cc2)cc1
  -1%	0%	21%	9%	-6%	5	-3%[57.1 µM]	5%	-6%
Cc1nccn1CC(=O)N/N=C/c1cccc(O)c1
  1%	-7%	2%[57.1 µM]	-3%	-13%	-5	-7%	-3%	-10%
COc1ccccc1N1CCN(CC(=O)c2c(C)[nH]c3cc(C)ccc23)CC1
  -9%	5%	23%[57.1 µM]	-4%	-20%	3	5%[57.1 µM]	3%	0%[11.4 µM]

Carrying on.
Order of results – Vif-APOBEC3G blk	Vif-A3F inh	rTrxR1 inhibitor	GRP78 ERSR act	USP1-UAF1 inh	LDHA inh	TrxR1 substrate	mIDH1 inhibitor	RGS4 inh
COc1ccc(-c2nc3ccccc3s2)cc1NC(=O)c1ccccc1OC
  -1%	-4%	40%[activator]	1%	-5%	-9	18%	4%	2%
Cc1c(C(=O)N2CCC(C)CC2)c(S(=O)(=O)Nc2ccc(OC(F)(F)F)cc2)c(C)n1C
  -5%	-6%	12%[57.1 µM]	-1%	-2%	-4	3%[57.1 µM]	-4%	11%
CN(C)C(=O)COc1ccc2c(-c3ccccc3)cc(=O)oc2c1
  1%	7%	14%	0%	-9%	-6	-5%	-3%	-4%
Nn1cnn(Cc2ccccc2)c1=S
  -1%	-6%	41%[activator]	1%	-9%	-6	19%	7%	20%
C=CC[C@@H](CC(=O)N(CCO)Cc1ccccc1)C(=O)NC[C@H](OC(=O)[C@@H](CC=C)Cc1ccc(F)cc1)c1ccccc1
  -24%	4%	20%	-7%	-23%	4	0%	14%	-6%
COc1cc(OC)cc(C(=O)N[C@H](C(=O)Nc2ccccc2N2CCOCC2)C(C)C)c1
  -10%	-5%	6%	-4%	-7%	1	-6%	-3%	12%
COc1ccc(Cn2ccc3nc(C)c(C(=O)N4CCN(c5ccccc5)CC4)cc3c2=O)cc1
  1%	0%	22%[57.1 µM]	-3%	-20%	-3	11%[57.1 µM]	-6%	0%
Cc1cc(C(=O)Nc2ccccc2)c2ccccc2n1
  -1%	1%	6%	2%	-22%	-4&0	-8%	-3%	-5%
CCN(CC)S(=O)(=O)c1ccc(/C=C/C(=O)Nc2ccc(Br)cc2F)cc1
  1%	-7%	-12%	-4%	-21%	-7	-7%	-5%	-6%
COc1ccc(CCNC(=O)c2c(O)nc3c(C)cccn3c2=O)cc1OC
  1%	1%	0%	-1%	17%	3	-8%	-14%	11%
CCOc1ccc(C(=O)Nc2cccc(C(=O)O)c2)cc1Cl
  -7%	14%	12%[57.1 µM]	-13%	-21%	-10	2%[57.1 µM]	-3%	5%
CCCC(=O)NC(c1ccc(OC)c(OC)c1)c1c(O)ccc2ccccc12 (stereo unspecified)
  -2%	1%	14%	-3%	-20%	2	17%	-1%	-30%
Cc1cc(NC(=O)CCC(=O)N(c2cccc(F)c2)C(C(=O)NC2CCCC2)c2ccccc2)no1 (stereo unspecified)
  0%	-28%	23%	-3%	-20%	-4	4%	46µM*	-6%
Cc1oc2ccc(O)c(CN(C)Cc3ccccc3)c2c1C(=O)Nc1ccccc1
  6%	-5%	8%	-3%	-10%	6	2%	-10%	-9%
CC(C)(C)c1ccc(/C=C(\C#N)C(=O)NC2CC2)cc1
  1%	8%	-3%[57.1 µM]	-1%	-2%	-6	-3%[57.1 µM]	-5%	-35%

Screens as filed in PubChem.
